ROMK mod – ROMK potassium channel modulators, primary screen, cell-based, thallium flux, MLSMR library. Tet-inducible ROMK, thallium flux fluorescence; actives lie on both sides. B-score at 10 µM. 130,000 tested, 2% active;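 active means signal ratio slope over the read window, or its plate-corrected B-score, at least 3 SD from the plate mean, either direction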;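 further: B-score of the F/F0 ratio slope over 7 to 12 s after thallium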
DTT redox prof – compounds producing H2O2 with reducing agent – biochemical, NIH compound library profiling, artefact control for MLSCN library redox annotation, primary screen | DTT-dependent redox cycling H2O2, phenol red/HRP absorbance; 100% = 100 µM peroxide control, 0% = buffer | activation, % at 10 µM | 200,000 tested, 0.03% active | AID 878, 2007;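 active means activation of at least 50% relative to the plate's high and low controls in the primary single-dose screen; inactive means activation below 50%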;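 further: compound incubated with DTT at 0.8 mM final as the reducing agent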
Lmaj promast – Leishmania major promastigote growth inhibition, primary screen. Leishmania major promastigotes, resazurin fluorescence viability. inhibition, % at 10 µM. 200,000 tested, 9% active. AID 1063, 2008; in the data active means inhibition above about 50%;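 further: promastigotes grown with compound for 44 hours at 28 °C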
PPARg SRC1 recr – PPARgamma agonists recruiting SRC-1 coactivator, primary screen, biochemical | Peroxisome proliferator-activated receptor gamma (Homo sapiens), P37231 | PPARgamma-SRC-1 coactivator recruitment biochemical assay | activation, % at 8 µM | 200,000 tested, 0.41% active; in the data active means activation above about 19%;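 further: 0% = DMSO and 100% = reference agonist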
bIAP inhibitor – bovine intestinal alkaline phosphatase inhibitors, primary screen, selectivity assay for TNAP inhibitor project, biochemical, bovine IAP, CDP-star luminescence | inhibition, % at 20 µM | 190,000 tested, under 10 active | purified bovine IAP, 30 min;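 active means over 50% inhibition of intestinal alkaline phosphatase at 20 µM in the single-dose screen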
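Incubation: 30 min reaction at room temperature / Material: purified bovine intestinal alkaline phosphatase (IAP) enzyme / Input: enzyme at 1/65,000,000 dilution / Dosing: 20 µM single dose / Signal: CDP-star luminescence signal / Reagent: CDP-star chemiluminescent phosphatase substrate, 30 µM final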
bIAP act – bovine intestinal alkaline phosphatase activators, primary screen, biochemical, bovine IAP, CDP-star luminescence | alkaline phosphatase, intestinal [Bos taurus] | purified bovine IAP, 30 min; active compounds read high; fold of DMSO-control signal, blank-subtracted | activation factor at 20 µM | 200,000 tested, 0.17% active | AID 1016, 2008;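 active means activation factor of 2 or more at 20 µM, a signal rise over negative controls twice the positive control's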
TR-FRET SRC-2 ct – TR-FRET signal artefacts, primary screen, artefact control for PPARgamma SRC-2 agonist project, biochemical; TR-FRET artefact counter-screen; active compounds read high; TR-FRET ratio at 8 µM; 200,000 tested, 0.4% active; in the data active means TR-FRET ratio above about 2000; further: inactives centre near 1500
PPARg SRC3 recr – PPARgamma agonists recruiting SRC-3 coactivator, primary screen, biochemical; 200,000 tested, 0.26% active; biochemical PPARgamma/SRC-3 coactivator recruitment assay; activation, % at 8 µM; Peroxisome proliferator-activated receptor gamma (Homo sapiens), P37231; in the data active means activation above about 23%;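 further: 0% = DMSO and 100% = reference agonist; some compounds past the cut are filed as inactive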
S1P3 antag – S1P3 receptor antagonists, primary screen, cell-based. 170,000 tested, 0.27% active. inhibition, % at 4.98 µM. CHO S1P3 NFAT-BLA reporter, FRET fluorescence, antagonist mode. Sphingosine 1-phosphate receptor 3 (Homo sapiens), Q99500;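 active means inhibition above the plate cutoff, the mean inhibition of test wells on that plate plus 3 SD, cut at about 28% in these data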;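 further: cells challenged with S1P at its EC80 of 0.8 µM; blue over green emission ratio from cleaved BLA substrate after 4 h stimulation; 0% = S1P-stimulated wells and 100% = unstimulated DMSO-only wells; some compounds past the cut are filed as inactive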
PPARg SRC2 recr – agonists of PPARg-SRC-2 recruitment, primary screen, biochemical, HTS | Peroxisome proliferator-activated receptor gamma (Homo sapiens), P37231 | PPARgamma LBD-SRC-2 recruitment | activation, % at 8 µM | 200,000 tested, 0.34% active | AID 1032, 2008; in the data active means activation above about 22%;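 further: 0% = vehicle and 100% = reference agonist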
TLR4-MyD88 BLA – inhibitors of TLR4-MyD88 association in cells, primary screen, cell-based, HeLa CL3-4, BLA complementation, FRET ratio; inhibition, % at 8.4 µM; 200,000 tested, 0.18% active; HeLa CL3-4 TLR4/MyD88 BLA complementation; AID 861, 2007; in the data active means inhibition above about 25%;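 further: 0% = vehicle and 100% = reference inhibitor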
Target sequence (O00206 whole entry, looked up): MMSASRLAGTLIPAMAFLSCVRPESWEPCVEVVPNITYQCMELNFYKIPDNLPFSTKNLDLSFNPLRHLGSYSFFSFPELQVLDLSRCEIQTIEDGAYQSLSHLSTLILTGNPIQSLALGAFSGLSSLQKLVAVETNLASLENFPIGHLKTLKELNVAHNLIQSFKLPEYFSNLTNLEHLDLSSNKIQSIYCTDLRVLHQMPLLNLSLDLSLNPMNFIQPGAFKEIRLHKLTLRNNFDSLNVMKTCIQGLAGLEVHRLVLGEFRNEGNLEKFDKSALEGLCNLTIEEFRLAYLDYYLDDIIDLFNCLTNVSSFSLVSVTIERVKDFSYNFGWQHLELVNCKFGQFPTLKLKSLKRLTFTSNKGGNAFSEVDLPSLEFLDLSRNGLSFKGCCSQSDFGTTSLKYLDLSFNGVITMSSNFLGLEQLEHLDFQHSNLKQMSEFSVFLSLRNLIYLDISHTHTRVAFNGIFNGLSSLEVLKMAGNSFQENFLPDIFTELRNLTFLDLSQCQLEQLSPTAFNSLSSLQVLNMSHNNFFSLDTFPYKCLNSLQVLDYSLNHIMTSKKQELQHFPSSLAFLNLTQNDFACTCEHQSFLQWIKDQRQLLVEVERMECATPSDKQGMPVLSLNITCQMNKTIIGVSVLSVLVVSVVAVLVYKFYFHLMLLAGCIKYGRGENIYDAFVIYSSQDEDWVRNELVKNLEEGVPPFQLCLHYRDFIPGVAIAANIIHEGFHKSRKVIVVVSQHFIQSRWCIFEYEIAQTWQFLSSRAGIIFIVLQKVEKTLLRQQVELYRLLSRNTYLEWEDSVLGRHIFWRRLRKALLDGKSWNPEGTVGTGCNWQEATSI
Target sequence (Q99836 whole entry, looked up): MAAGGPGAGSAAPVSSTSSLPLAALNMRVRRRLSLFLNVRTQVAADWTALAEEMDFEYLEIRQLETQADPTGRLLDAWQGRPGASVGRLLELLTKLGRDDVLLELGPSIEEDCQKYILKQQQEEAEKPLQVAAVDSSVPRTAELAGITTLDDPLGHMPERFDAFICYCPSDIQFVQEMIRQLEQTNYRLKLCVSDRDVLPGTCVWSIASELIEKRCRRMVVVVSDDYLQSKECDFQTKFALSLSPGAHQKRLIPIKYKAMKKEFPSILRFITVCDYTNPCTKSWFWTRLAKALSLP
Numbers without * were called inactive. Rows are unselected; overall some 11% were active at least once.

Results for COc1ccc(NC(=S)NCCCc2ccccc2)cc1 ?
ROMK mod: 0.012; DTT redox prof: -0.2; Lmaj promast: 1; PPARg SRC1 recr: -2; bIAP inhibitor: 15; bIAP act: 0.8; TR-FRET SRC-2 ct: 1639; PPARg SRC3 recr: -3; S1P3 antag: 4; PPARg SRC2 recr: 5; TLR4-MyD88 BLA: -5

Results for O=C(NCc1ccco1)c1ccc(NC(=O)C2COc3ccccc3O2)cc1 (stereo not drawn) ?
DTT redox prof: 1.2; Lmaj promast: 3; PPARg SRC1 recr: -3; bIAP inhibitor: 14; bIAP act: 0.9; TR-FRET SRC-2 ct: 1382; PPARg SRC3 recr: 7; S1P3 antag: 34; PPARg SRC2 recr: -8; TLR4-MyD88 BLA: -5

How did CC(=O)c1cccc(NC(=O)C2C3C=CC(C4CC34)C2C(=O)O)c1 (stereo not drawn) do in these assays?
DTT redox prof: 2.2; Lmaj promast: -5; PPARg SRC1 recr: 0; bIAP inhibitor: 12; bIAP act: 0.9; TR-FRET SRC-2 ct: 1506; PPARg SRC3 recr: 0; S1P3 antag: -35; PPARg SRC2 recr: 1; TLR4-MyD88 BLA: -7

What do the screens show for `CN(C)CCNC(=O)/C(=C/c1ccc(-c2cccc([N+](=O)[O-])c2)o1)NC(=O)c1ccccc1`?
ROMK mod: -4.5*; DTT redox prof: 0.5; Lmaj promast: 46; PPARg SRC1 recr: -3; bIAP inhibitor: -3; bIAP act: 1; TR-FRET SRC-2 ct: 1452; PPARg SRC3 recr: 2; S1P3 antag: 1; PPARg SRC2 recr: -9; TLR4-MyD88 BLA: 9

What do the screens show for `COc1ccc(CC(=O)Nc2ccc(/C(C)=N/NC(=O)c3cccc([N+](=O)[O-])c3)cc2)cc1`?
DTT redox prof: -4.5; Lmaj promast: -7; PPARg SRC1 recr: 6; bIAP inhibitor: 18; bIAP act: 0.8; TR-FRET SRC-2 ct: 1680; PPARg SRC3 recr: 10; PPARg SRC2 recr: 10; TLR4-MyD88 BLA: -8

Results for CN(C(=O)CSc1nnc(Nc2ccccc2)s1)C1CCS(=O)(=O)C1 (stereo not drawn) ?
ROMK mod: -0.44; DTT redox prof: -0.2; Lmaj promast: -3; PPARg SRC1 recr: 9; bIAP inhibitor: -8; bIAP act: 1.1; TR-FRET SRC-2 ct: 1392; PPARg SRC3 recr: 6; S1P3 antag: 8; PPARg SRC2 recr: 6; TLR4-MyD88 BLA: -1

How did CC1CCCN(Cc2nc3c(c(=O)n(C)c(=O)n3C)n2CCc2ccccc2)C1 (stereo not drawn) do in these assays?
DTT redox prof: 0.0; Lmaj promast: 6; PPARg SRC1 recr: 5; bIAP inhibitor: 1; bIAP act: 1; TR-FRET SRC-2 ct: 1541; PPARg SRC3 recr: 14; S1P3 antag: 23; PPARg SRC2 recr: 9; TLR4-MyD88 BLA: 10

What do the screens show for `COC(=O)c1ccccc1NC(=O)CNc1cc(OC)c(OC)cc1C`?
DTT redox prof: 0.1; Lmaj promast: -2; PPARg SRC1 recr: 11; bIAP inhibitor: 10; bIAP act: 0.9; TR-FRET SRC-2 ct: 1671; PPARg SRC3 recr: 10; S1P3 antag: 11; PPARg SRC2 recr: 8; TLR4-MyD88 BLA: 2

What do the screens show for `COc1ccc(NC(=O)C2CCCCN2S(=O)(=O)c2ccc(F)cc2)c(OC)c1` (stereo not drawn)?
ROMK mod: 0.15; DTT redox prof: -0.1; Lmaj promast: 12; PPARg SRC1 recr: 9; bIAP inhibitor: -6; bIAP act: 1.1; TR-FRET SRC-2 ct: 1424; PPARg SRC3 recr: 5; S1P3 antag: -10; PPARg SRC2 recr: -1; TLR4-MyD88 BLA: -14

What do the screens show for `CC(OC(=O)Cc1n[nH]c(=O)c2ccccc12)C(=O)Nc1cccc([N+](=O)[O-])c1` (stereo not drawn)?
ROMK mod: -0.011; DTT redox prof: 0.6; Lmaj promast: -2; PPARg SRC1 recr: 5; bIAP inhibitor: -1; bIAP act: 1; TR-FRET SRC-2 ct: 1365; PPARg SRC3 recr: 2; S1P3 antag: 4; PPARg SRC2 recr: -10; TLR4-MyD88 BLA: -5

Results for CSCCC(NS(=O)(=O)c1cccs1)C(=O)NCc1ccc(C)cc1 (stereo not drawn) ?
ROMK mod: -0.72; DTT redox prof: -0.4; Lmaj promast: 1; PPARg SRC1 recr: 4; bIAP inhibitor: 2; bIAP act: 1; TR-FRET SRC-2 ct: 1751; PPARg SRC3 recr: 1; S1P3 antag: -10; PPARg SRC2 recr: 4; TLR4-MyD88 BLA: -5

Results for COc1cc(CC(=O)OCC(=O)Nc2ncc(Cl)cc2Cl)cc(OC)c1OC ?
ROMK mod: -0.74; DTT redox prof: 1.9; Lmaj promast: -7; PPARg SRC1 recr: 0; bIAP inhibitor: 13; bIAP act: 0.9; TR-FRET SRC-2 ct: 1449; PPARg SRC3 recr: -10; S1P3 antag: 20; PPARg SRC2 recr: 3; TLR4-MyD88 BLA: -4

Results for CC(=O)/C(=N\Nc1ccccc1Cl)Sc1nnc(-c2ccccc2)n1-c1ccccc1 ?
ROMK mod: 0.0073; DTT redox prof: -0.6; Lmaj promast: 2; PPARg SRC1 recr: 10; bIAP inhibitor: 2; bIAP act: 1; TR-FRET SRC-2 ct: 1672; PPARg SRC3 recr: 5; S1P3 antag: -11; PPARg SRC2 recr: 5; TLR4-MyD88 BLA: -10

What do the screens show for `CCOC(=O)Cc1csc(/C(=N/O)C(N)=O)n1`?
ROMK mod: 2.9; DTT redox prof: 0.7; Lmaj promast: -7; PPARg SRC1 recr: -2; bIAP inhibitor: -2; bIAP act: 1; TR-FRET SRC-2 ct: 1510; PPARg SRC3 recr: 8; PPARg SRC2 recr: 10; TLR4-MyD88 BLA: -10

What do the screens show for `C=CCNC(=O)/C(=C\c1ccc(OC)cc1)NC(=O)c1ccc([N+](=O)[O-])cc1`?
ROMK mod: -0.29; DTT redox prof: -0.9; Lmaj promast: 13; PPARg SRC1 recr: -4; bIAP inhibitor: 0; bIAP act: 1; TR-FRET SRC-2 ct: 1734; PPARg SRC3 recr: -2; S1P3 antag: 2; PPARg SRC2 recr: -8; TLR4-MyD88 BLA: -5

How did COc1ccccc1N1CCN(C(=O)Oc2ccccc2)CC1 do in these assays?
ROMK mod: 0.92; DTT redox prof: -0.1; Lmaj promast: 16; PPARg SRC1 recr: 6; bIAP inhibitor: 7; bIAP act: 0.9; TR-FRET SRC-2 ct: 1562; PPARg SRC3 recr: 10; PPARg SRC2 recr: 10; TLR4-MyD88 BLA: -12

How did Cc1noc(NS(=O)(=O)c2ccc(NC(=O)CSc3nc4c(cc3C#N)CCCCC4)cc2)c1C do in these assays?
ROMK mod: 1.5; DTT redox prof: 0.3; Lmaj promast: -10; PPARg SRC1 recr: 3; bIAP inhibitor: 0; bIAP act: 1; TR-FRET SRC-2 ct: 1528; PPARg SRC3 recr: 2; PPARg SRC2 recr: 6; TLR4-MyD88 BLA: -11

Results for c1ccc(CCn2nnnc2CN2CCN(C3CCCC3)CC2)cc1 ?
ROMK mod: -0.026; DTT redox prof: 0.8; Lmaj promast: 86*; PPARg SRC1 recr: -2; bIAP inhibitor: -4; bIAP act: 1; TR-FRET SRC-2 ct: 1630; PPARg SRC3 recr: -15; S1P3 antag: 4; PPARg SRC2 recr: 3; TLR4-MyD88 BLA: 7

How did CC(c1ccon1)N(C)Cc1c(C(=O)N(C)Cc2ccccc2)nc2ccccn12 (stereo not drawn) do in these assays?
ROMK mod: -0.16; DTT redox prof: 0.3; Lmaj promast: -3; PPARg SRC1 recr: 6; bIAP inhibitor: -7; bIAP act: 1.1; TR-FRET SRC-2 ct: 1781; PPARg SRC3 recr: 5; S1P3 antag: -13; PPARg SRC2 recr: 5; TLR4-MyD88 BLA: 1

What do the screens show for `COc1ccc(-c2oc3ncn4nc(Cc5ccccc5)nc4c3c2-c2ccc(OC)cc2)cc1`?
ROMK mod: 0.47; DTT redox prof: 3.6; Lmaj promast: 21; PPARg SRC1 recr: 84*; bIAP inhibitor: 7; bIAP act: 0.9; TR-FRET SRC-2 ct: 4122*; PPARg SRC3 recr: 4; PPARg SRC2 recr: 69*; TLR4-MyD88 BLA: 7

How did CCOc1ccc(OCC)c(NC(=O)C2CCN(c3nn4c(=O)cc(C)nc4s3)CC2)c1 do in these assays?
DTT redox prof: -1.0; Lmaj promast: -3; PPARg SRC1 recr: 5; bIAP inhibitor: -3; bIAP act: 1; TR-FRET SRC-2 ct: 1604; PPARg SRC3 recr: 1; S1P3 antag: 20; PPARg SRC2 recr: 3; TLR4-MyD88 BLA: 6

How did COc1ccc(NC(=O)CCN2CCCC(C)C2)cc1 (stereo not drawn) do in these assays?
DTT redox prof: 3.1; Lmaj promast: 2; PPARg SRC1 recr: -5; bIAP inhibitor: 3; bIAP act: 1; TR-FRET SRC-2 ct: 1479; PPARg SRC3 recr: -1; S1P3 antag: -15; PPARg SRC2 recr: -8; TLR4-MyD88 BLA: -3

By substructure: the entries above containing a Cl atom
Results for COc1cc(CC(=O)OCC(=O)Nc2ncc(Cl)cc2Cl)cc(OC)c1OC ?
ROMK mod: -0.74; DTT redox prof: 1.9; Lmaj promast: -7; PPARg SRC1 recr: 0; bIAP inhibitor: 13; bIAP act: 0.9; TR-FRET SRC-2 ct: 1449; PPARg SRC3 recr: -10; S1P3 antag: 20; PPARg SRC2 recr: 3; TLR4-MyD88 BLA: -4

Results for CC(=O)/C(=N\Nc1ccccc1Cl)Sc1nnc(-c2ccccc2)n1-c1ccccc1 ?
ROMK mod: 0.0073; DTT redox prof: -0.6; Lmaj promast: 2; PPARg SRC1 recr: 10; bIAP inhibitor: 2; bIAP act: 1; TR-FRET SRC-2 ct: 1672; PPARg SRC3 recr: 5; S1P3 antag: -11; PPARg SRC2 recr: 5; TLR4-MyD88 BLA: -10

Assay outcomes (PubChem BioAssay)
